S3 lipid droplet: qHTS Assay for Lipid Storage Modulators in Drosophila S3 Cells. Drosophila S3 cells, BODIPY lipid droplet fluorescence, 18-24 h; cells fed with added oleic acid. lipid storage change, negative = inhibition, % at the top dose, mostly 46.1 µM; hits show Potency in µM. hit rate 0.64% among 320,000; active = well fitted inhibition curve with a large enough effect in the signal ratio, with a control signal flat, not every such curve was filed as active; inconclusive = small, poorly fitted or top-dose-only effect, or effect the other way, or a change in a side signal; the % refers to the signal ratio
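Drosophila S3 cells got compounds at several concentrations plus oleic acid (400 uM solution). Laser-scanning cytometry with 488 nm excitation read lipid droplets at 500-530 nm and cells at 575-640 nm. Percent activity was relative to 20 uM Triacsin C.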
S3 lipid droplet cell count max: recorded beside S3 lipid droplet, whose call it bears; cell number change, %; measured here: cell count max response;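 cells counted by Cell Tracker Red CMTPX staining in the red channel; peak over a dose series mostly up to 46.1 µM; percent activity relative to internal control wells on each plate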
Active calls of the source: *; i = inactive; u = inconclusive; x = no result given. % is set by controls: 0 for no effect and ±100 for the full control effect; potency is the fitted concentration of half-maximal effect. Not all compounds are listed; the hit share may differ from the screen's.

Under each structure – S3 lipid droplet cell count max | S3 lipid droplet
CCC12CN3CCN(CC(C3)/C1=N/NC(=O)c1ccncc1)C2
  10 | 1%
CN1C(=O)N(C)C(=O)C2(Cc3ccccc3N3CCOCC32)C1=O (centres undefined)
  x | u
O=C(c1cc(-c2ccccc2)nc2ccccc12)N1CCC2(CC1)OCCO2
  -7 | -7%
CCCCOC(=O)COc1cc(C)cc2oc(=O)c3c(c12)CCC3
  x | u
CN(Cc1ccccc1)C(=O)Cn1c(=O)oc2cc(S(=O)(=O)NCc3ccccc3)ccc21
  x | u
O=P(Oc1ccccc1)(Oc1ccccc1)C(O)c1ccc(Cl)cc1 (centres undefined)
  x | u
COc1ccc(CC2C(=O)N(C)C(=O)N(C)C2=O)c(OC)c1
  6 | -5%
COc1ccc(CN2CCCC(C(=O)c3ccc(Cl)cc3)C2)c(OC)c1 (centres undefined)
  x | u
O=c1c2ccccc2nc(N2CCCC2)n1-c1ccccc1
  x | u
COC(=O)C(O)(c1ccc(N(C)C(=O)COc2ccccc2)cc1)C(F)(F)F (centres undefined)
  x | u
CCC(C#N)(CC)P(=S)(c1ccccc1)c1ccccc1
  x | u
Cc1cc(Br)c(NC(=O)CN2CC=C(c3ccccc3)CC2)c(Br)c1
  x | u
CCCNc1nc(OC)nc(N2CC3CC(C2)c2cccc(=O)n2C3)n1 (centres undefined)
  x | u
CCc1c(C)nc(N)nc1N1N=C1SC
  x | u
CCC(CO)(C(=O)OC1C[N+]2(C)CCC1CC2)c1ccccc1 (centres undefined)
  18 | 1%
COc1ccc(CCNC(C)CCc2ccc(OC)cc2)cc1 (centres undefined)
  x | u
O=C(C[N+]12CCN(CC1)CC2)NCCc1ccc(Cl)cc1Cl
  x | u
CCOC(=O)C(NC(=O)CC)(Nc1ccc(C(O)(C(=O)OCC)C(F)(F)F)cc1C)C(F)(F)F (centres undefined)
  -3 | -8%
CC(=NCc1ccco1)c1c(O)n(-c2ccc(Cl)cc2)c(=O)[nH]c1=O
  27 | -1%
Cc1ccc(-n2c(O)c(C=Nc3ccc(S(=O)(=O)N(C)C)cc3)c(=O)[nH]c2=O)cc1
  8 | 2%
Cc1sc2ncn(CC(=O)NCC(=O)N3CCC4(CC3)OCCO4)c(=O)c2c1C
  x | u
Cc1cc(OCC(=O)NCC(O)c2ccccc2)c2c3c(c(=O)oc2c1)CCCC3 (centres undefined)
  x | u
C[C@]12CCC3[C@@H](CC[C@H]4C[C@@H](O)CC[C@]34C)C1CCC2=O (some centres undefined)
  15 | i
O=c1[nH]c2ccccc2c(=O)n1-c1ccc(Cl)cc1Cl
  x | u
CCOC(=O)[C@@]1(C#N)[C@@H]2C=CC(C(N)=O)=CN2[C@@H](C(N)=O)[C@@H]1c1cccc(Cl)c1
  x | i
COc1cc(CN2CCN(C(=O)Cc3ccccc3)CC2)cc(OC)c1OC
  8 | -11%
Cc1n[nH]c(C)c1CCN
  0 | -1%
CCC(=O)Nc1ccccc1
  x | u
CCc1ccc(CNCCc2c[nH]c3ccccc23)cc1
  x | u
O=c1[nH]c(=O)n(Cc2ccccc2)c(O)c1C=NCCN1CCOCC1
  -16 | i

Fetched by structure from the list above:
Under each structure – S3 lipid droplet cell count max | S3 lipid droplet
C[C@]12CCC3[C@@H](CC[C@H]4C[C@@H](O)CC[C@]34C)C1CCC2=O (some centres undefined)
  15 | i
Cc1sc2ncn(CC(=O)NCC(=O)N3CCC4(CC3)OCCO4)c(=O)c2c1C
  x | u
CCc1c(C)nc(N)nc1N1N=C1SC
  x | u
COc1ccc(CN2CCCC(C(=O)c3ccc(Cl)cc3)C2)c(OC)c1 (centres undefined)
  x | u
O=C(c1cc(-c2ccccc2)nc2ccccc12)N1CCC2(CC1)OCCO2
  -7 | -7%
Cc1ccc(-n2c(O)c(C=Nc3ccc(S(=O)(=O)N(C)C)cc3)c(=O)[nH]c2=O)cc1
  8 | 2%

Next section:
Under each structure – S3 lipid droplet cell count max | S3 lipid droplet
CN1CCN(S(=O)(=O)c2cnc(Cl)c(Br)c2)CC1
  -9 | -22%
CC(C)(C)[C@]1(O)C[C@@H]2OC(=O)C[C@@]23C(=O)O[C@@H]2OC(=O)[C@H](O)[C@]213
  x | u
O=c1c2ccccc2nc(Cc2cccc([N+](=O)[O-])c2)n1-c1ccc(O)cc1
  x | 14%
CNCCc1c(C)n[nH]c1C
  x | u
CCN(CC)C(=O)c1ccc(NC(=O)c2sccc2-c2ccccc2)cc1
  -13 | -13%
CC(C)CCn1c(N)c(C(=O)OCC2CCCO2)c2nc3ccccc3nc21 (centres undefined)
  x | u
FC(F)(F)c1ccccc1N1CC1c1ccncc1 (centres undefined)
  -5 | 10%
CN1C(=O)C(c2ccc([N+](=O)[O-])cc2[N+](=O)[O-])C(=O)N(C)C1=O
  x | u
CC1CCN(CC(=O)c2ccc3c(c2)OCCO3)CC1
  x | u
Cn1c(O)c(C=NCCN2CCN(C(=O)c3ccccc3)CC2)c(=O)n(C)c1=O
  -4 | i
CCCCNC(=S)N1CCn2cccc2C1c1cccnc1 (centres undefined)
  x | u
CSCCC(NC(=O)CCC(=O)OC1CC[C@H]2[C@@H]3CC[C@H]4CC(=O)CC[C@]4(C)[C@H]3CC[C@]12C)C(=O)O (some centres undefined)
  -17 | i
O=c1c2ccccc2nc(/C=C/c2ccco2)n1-c1ccccc1O
  0 | 2%
CCCCCCCCn1sccc1=O
  x | u
Cc1ccc(Cn2cc(C=O)c3ccccc32)cc1
  -8 | -2%
O=c1c2ccccc2nc(-c2ccccc2)n1-c1ccccc1
  1 | 19%
S=C1NC2(CCCCC2)NC12CCCCC2
  -22 | 0%
COc1ccc(OC)c(CN2CCN(C(=O)Cc3ccccc3)CC2)c1
  16 | 8%
O=C(Cc1ccccc1)OC(COCc1ccccc1)CN1CCOCC1 (centres undefined)
  x | u
Cn1cc(C(=O)OCC(=O)Nc2ccccc2)c2ccccc21
  x | u
COC(=O)C1=C(c2cccc(Cl)c2)C[C@@H]2CC[C@H]1N2C(=O)NCC1CC1
  -22 | 8%
Cc1ccc2c(CN3CC=C(c4ccccc4)CC3)cc(=O)oc2c1C
  1 | 10%
Cc1cccc(-n2c(C)nc3ccc(Cl)cc3c2=O)c1
  -8 | -13%
Cc1ccc(CCP(=O)(O)CN2CCOCC2)cn1
  x | u
Cc1ccc2c(c1)C1CN(C)CCC1N2C(=O)/C(C#N)=C/c1ccc2c(c1)OCO2 (centres undefined)
  x | u
CCN1CCN(CC(c2ccccc2)c2ccccc2)CC1
  x | u
O=C(CN1CC(c2ccccc2)CC1=O)Nc1cccc(F)c1 (centres undefined)
  x | u
CCCNC(=O)N1C2CCC1CC(O)(c1cccnc1)C2 (centres undefined)
  3 | -18%
O=C(CN1CCOCC1)c1ccc2cc[nH]c2c1
  2 | 8%
CCCN(CCC)C1CCc2ccc(O)cc2C1 (centres undefined)
  x | u

In the list so far, these have a nitro group on carbon:
Under each structure – S3 lipid droplet cell count max | S3 lipid droplet
O=c1c2ccccc2nc(Cc2cccc([N+](=O)[O-])c2)n1-c1ccc(O)cc1
  x | 14%
CN1C(=O)C(c2ccc([N+](=O)[O-])cc2[N+](=O)[O-])C(=O)N(C)C1=O
  x | u

The results go on.
Under each structure – S3 lipid droplet cell count max | S3 lipid droplet
CN(C)c1ccc(/C=C2/C(=N\O)C3CCN2CC3)cc1
  10 | 2%
O=c1[nH]c(=O)n(-c2ccccc2)c(O)c1/C=C/C=Nc1ccccc1
  1 | -2%
COC(=O)C1=C(c2ccc(F)cc2F)C[C@@H]2CC[C@H]1N2C(=O)NCc1ccc(F)cc1
  x | u
O=c1[nH]c(=S)n(-c2ccccc2Cl)c(O)c1C=NCCN1CCNCC1
  x | u
CN1C(=O)C(=Cc2cc([N+](=O)[O-])ccc2N2CCCCC2)C(=O)N(C)C1=O
  19 | 0%
O/N=C1\CCC2CN(C3CCCCC3)CC2C1 (centres undefined)
  x | u
CC(C)(C)P(=O)(c1ccncc1)N1CCCC1 (centres undefined)
  x | u
Cc1cc(O)c2c(c1)C(=O)C13C(=C2O)C(=O)[C@H]2[C@@H](O)[C@@H]1[C@H]1[C@H](O)[C@@H]3C(=O)C3=C(O)c4c(O)cc(C)cc4C(=O)C312 (some centres undefined)
  20* | 9.2µM*
N=C1c2ccccc2CN1c1cccc([N+](=O)[O-])c1
  x | 12%
CCn1cc(C(=O)O)c(=O)c2cc(F)c(N3CCNCC3)cc21
  x | u
O=[N+]([O-])/C=C1\NCCN1Cc1ccc(Cl)nc1
  23 | u
Cc1ccccc1-n1c(C)nc2sccc2c1=O
  x | u
COc1ccc(N2C(=O)NC(=O)/C(=C\c3ccc([N+](=O)[O-])s3)C2=O)cc1
  x | u
O=C(c1cc(-c2cccnc2)nc2ccccc12)N1CCC2(CC1)OCCO2
  x | u
COc1cc(CC2(CCc3ccncc3)C(=O)NC(=O)NC2=O)cc(OC)c1OC
  x | 8%
CN1C(=O)c2ccccc2NC(=O)C1Cc1ccccc1 (centres undefined)
  -9 | 9%
COC(=O)C1=C(c2ccc(Cl)c(C(F)(F)F)c2)C[C@@H]2CC[C@H]1N2C
  13 | i
Oc1ccc(Cl)c(Cl)c1
  x | u
Cc1cc(Br)ccc1N1C(=O)CC(=O)NC1=O
  x | u
COc1ccc(-c2n(-c3ccccn3)c3ccccc3[n+]2-c2ccccn2)cc1
  x | u
Nc1ccc2c(c1)oc1ccccc12
  -12 | 8%
CCOC(=O)C1(c2ccccc2)CCN(CCC(=O)Nc2cccc(Br)c2)CC1
  x | u
N#Cc1c(/N=C/C2C(=O)NC(=S)NC2=O)sc2c1CCCC2
  24 | 0%
CCn1ccnc1CN1CCCC(C(=O)c2cc(C)c(OC)c(C)c2)C1 (centres undefined)
  x | u
CC(=O)Nc1ccccc1C(=O)OCc1ccc(C(=O)c2ccccc2)cc1
  x | u
Cn1c(O)c(C=NCCN2CCNCC2)c(=O)[nH]c1=O
  x | u
Cc1cnn(C2CCN(C)CC2)c1N
  x | u
CSc1nc2ccccc2c(=O)n1-c1cccnc1
  16 | 1%
Nc1c([N+](=O)[O-])cc(F)c(N2CCNCC2)c1Br
  x | 0%
Cn1c(O)c(C=NCCCCCCCCCCC(=O)O)c(=O)n(C)c1=O
  2 | -7%

Under each structure – S3 lipid droplet cell count max | S3 lipid droplet
CP(=O)(O)CN1CCCCC1
  x | u
O=c1ccc2cc(O[C@@H]3O[C@@H](CO)[C@H](O)[C@@H](O)[C@@H]3O)c(O)cc2o1
  x | u
Cc1ccc(CC(=O)N2CCN(C)CC2)cc1
  x | u
CCOP(=O)(OCC)C(NC(=O)CN1C(=O)c2ccccc2S1(=O)=O)C(Cl)(Cl)Cl (centres undefined)
  -9 | 1%
COc1ccc2c(c1)[nH]c1c(C)nccc12
  x | u
CON(C)C(=O)Nc1ccc(Cl)cc1
  x | u
c1ccc(C2CC2)c(OCC2=NCCN2)c1
  x | -13%
O=C(CN1CCCC1=O)N1CCOCC1
  -5 | -23%
N=C1c2ccccc2CN1NC(=O)C1CC1
  x | u
CC(C)C(NS(=O)(=O)c1ccc2c(c1)oc(=O)n2C)C(=O)N1CCN(c2ccccc2F)CC1 (centres undefined)
  x | u
CC(=O)OC1N=C(c2ccccc2)c2cc(C)ccc2NC1=O (centres undefined)
  16 | 13%
CCOP(=O)(C(NC(=O)c1ccccc1Cl)=C(Cl)Cl)c1ccccc1 (centres undefined)
  x | i
O=C1NC(=O)N(Cc2ccccc2)C(=O)/C1=C/N1CCCc2ccccc21
  11 | 14%
COc1ccc(N/N=C/c2c(O)n(-c3ccc(C)c(C)c3)c(=O)[nH]c2=O)cc1
  x | u
CCc1nc2ccccc2c(=O)n1-c1ccc2ccccc2c1
  x | u
S=C=Nc1cccc(C2(N3CCCCC3)CCCCC2)c1
  7 | 9%
C#CC[N+]1(C)C2CCC1CC(O)C2 (centres undefined)
  0 | -7%
CC(C(N)=O)N1CC(c2ccccc2)CC1=O (centres undefined)
  x | u
CN1CC(C(=O)c2ccccc2)C(c2ccccc2)C1 (centres undefined)
  x | u
O=c1c2ccccc2nc(CSc2ncnc3nc[nH]c23)n1-c1ccccc1
  x | u
COC(=O)C(O)(c1ccc(NC(=O)c2cccs2)c(C)c1)C(F)(F)F (centres undefined)
  6 | 13%
CCCCn1c(=O)c(C(=O)NCCc2ccccc2)c(O)c2ccccc21
  -6 | i
Cc1cccc(NC2=NCCCS2)c1C
  0 | -25%
O=C(c1cccn2c(=O)c3cc(Cl)ccc3nc12)N1CCC2(CC1)OCCO2
  5 | i
Nc1c(C(=O)OC2CCCCC2)c2nc3ccccc3nc2n1CC1CCCO1 (centres undefined)
  x | u
COC(=O)C1=C(c2ccccc2OCc2ccccc2)C[C@@H]2CC[C@H]1N2C(=O)NC1CCN(Cc2ccccc2)CC1
  x | u
Cc1ccsc1C(=O)C1CCCN(Cc2cnc(N3CCOCC3)s2)C1 (centres undefined)
  -10 | 0%
O=C(c1ccc(Cl)cc1)C1CCCN(Cc2cccc3cnccc23)C1 (centres undefined)
  -6 | -10%
COc1ccc(C2NCc3ccccc3-n3cccc32)cc1 (centres undefined)
  -18 | 2%
Cc1ccc2c(c1)N(N=O)CCC2
  -20 | 8%
Nc1cncc(C(=O)O)c1
  -10 | u

Given field by field: part of the list above.
Structure: O=c1ccc2cc(O[C@@H]3O[C@@H](CO)[C@H](O)[C@@H](O)[C@@H]3O)c(O)cc2o1
  S3 lipid droplet cell count max: x	S3 lipid droplet: u

Structure: Cc1ccc(CC(=O)N2CCN(C)CC2)cc1
  S3 lipid droplet cell count max: x	S3 lipid droplet: u

Structure: CCOP(=O)(OCC)C(NC(=O)CN1C(=O)c2ccccc2S1(=O)=O)C(Cl)(Cl)Cl (centres undefined)
  S3 lipid droplet cell count max: -9	S3 lipid droplet: 1%

Structure: COc1ccc2c(c1)[nH]c1c(C)nccc12
  S3 lipid droplet cell count max: x	S3 lipid droplet: u

Assay outcomes from PubChem.
